Assay outcomes deposited in PubChem BioAssay by Emory University Molecular Libraries Screening Center.
14-3-3 PPI = 14-3-3 gamma protein interaction modulation | P61981 | FP, 14-3-3gamma / TMR-pS259-Raf peptide binding | inhibition, % at 40 µM | actives 0.19% (n = 160,000) | AID 422; in the data active = inhibition above about 30%;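 also: 0% = protein plus tracer without compound and 100% = blank with tracer alone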
Target sequence (P61981 whole entry, looked up): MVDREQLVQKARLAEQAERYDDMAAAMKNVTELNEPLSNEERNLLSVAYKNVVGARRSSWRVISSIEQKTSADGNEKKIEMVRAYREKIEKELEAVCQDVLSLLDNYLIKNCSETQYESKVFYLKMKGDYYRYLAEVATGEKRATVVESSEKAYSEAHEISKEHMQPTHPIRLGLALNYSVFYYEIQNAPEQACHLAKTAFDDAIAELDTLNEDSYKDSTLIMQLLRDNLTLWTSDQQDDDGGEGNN
Starred values were filed as active, the others as inactive; & = joins results of further samples. An excerpt; the hit share may differ from the screen's.

14-3-3 PPI	SMILES
-4	COC(=O)C(C)Oc1nc(C)c(Br)c(OC)n1 (stereo not drawn)
-4	Cc1ccc(Cn2c(=O)cc(C(=O)NCc3cccs3)c3ccccc32)cc1
-6	O=C1CSC(c2ccc(Br)cc2)N1c1ccc(Cl)cn1 (stereo not drawn)
-2	COc1cc(C2C3C(C)N(C)C(=O)N(C)C3N(C)C(=O)N2C)ccc1O (stereo not drawn)
-2	CCOC(=O)c1cnc2c(C(F)(F)F)cccc2c1Nc1ccc(S(=O)(=O)Nc2ncccn2)cc1
-6	CCN(CC)c1ccc(C(=O)N2CCCCC2)cc1
-4	Nc1nc2sc3c(c2c(=O)s1)CCCC3
-6	CCOC(=O)c1ccc(NC(=O)CCN2C(=O)c3cccc4cccc(c34)C2=O)cc1
-11	O=C(Nc1nc2ccccc2s1)c1cccnc1
-5	N#Cc1ccc(CN2CCN(C(=O)c3ccccc3)CC2)c(Cl)c1
0	Cc1cc(N)n2nc(C)cc2n1
-15	CC1CCCC(C)N1C(=O)c1cc(-c2ccc(Br)cc2)nc2ccccc12 (stereo not drawn)
-3	CCN(CC)C(=O)CSc1nnc(-c2ccc(OC)cc2)o1
-16	CCN1CCN(C2CC(=O)N(c3ccc(OC(F)(F)Cl)cc3)C2=O)CC1 (stereo not drawn)
-4	Cc1sc2ncn(CC(=O)Nc3ccc(Oc4ccc(Cl)cc4)cc3)c(=O)c2c1C
2	COC(=O)c1ccc2nsnc2c1
4	Cc1ccc2[nH]c(-c3ccccc3)cc2c1
-2	CCOC(=O)Cc1csc(NC(=O)c2c(-c3c(F)cccc3Cl)noc2C)n1
-11	COC(=O)C1=C(N)OC2=C(C(=O)CCC2)C1c1ccc(C)cc1 (stereo not drawn)
-15	O=C(CCS(=O)(=O)c1cccs1)Nc1ccc(C(=O)Nc2nccs2)cc1
-3	COc1ccc(C2=NN3C(C2)c2ccccc2OC3C(C)C)cc1 (stereo not drawn)
-7	CCN(CC)C(=S)Oc1ccc(C(=O)Nc2ccc(Br)cc2)cc1
-3	CC(=O)Nc1c(O)nc(SCc2ccc(Br)cc2)[nH]c1=O
1	COc1cc(C2/C(=C(\O)c3ccc(C)cc3)C(=O)C(=O)N2CCN2CCOCC2)ccc1O (stereo not drawn)
2	COc1ccc(CNC(=O)CCCn2c(=S)[nH]c3ccc(Br)cc3c2=O)cc1
-6	COc1ccc(-n2nnnc2S(=O)(=O)Cc2ccc(C(=O)O)cc2)cc1
-4	CN(C)CCSc1nc(O)c(-c2ccccc2)c(=O)[nH]1
-10	CCOc1ccc(C2C(=O)N(C3CCCCCC3)CC(=O)N2CCc2ccc(Cl)cc2)cc1OC (stereo not drawn)
-2	O=C1C(c2ccccc2F)N(CCc2ccccc2)C(=O)CN1C1CCCCCC1 (stereo not drawn)
-5	Cc1cc2ncn(C(=O)N3CCCCC3)c2cc1C

Quoted from the listing.
COC(=O)C(C)Oc1nc(C)c(Br)c(OC)n1 (stereo not drawn) in 14-3-3 PPI is listed with -4
COc1ccc(CNC(=O)CCCn2c(=S)[nH]c3ccc(Br)cc3c2=O)cc1 in 14-3-3 PPI is listed with 2
CC(=O)Nc1c(O)nc(SCc2ccc(Br)cc2)[nH]c1=O in 14-3-3 PPI is listed with -3
CCN(CC)C(=O)CSc1nnc(-c2ccc(OC)cc2)o1 in 14-3-3 PPI is listed with -3
CN(C)CCSc1nc(O)c(-c2ccccc2)c(=O)[nH]1 in 14-3-3 PPI is listed with -4
N#Cc1ccc(CN2CCN(C(=O)c3ccccc3)CC2)c(Cl)c1 in 14-3-3 PPI is listed with -5
O=C(CCS(=O)(=O)c1cccs1)Nc1ccc(C(=O)Nc2nccs2)cc1 in 14-3-3 PPI is listed with -15

(next part)
14-3-3 PPI	SMILES
-2	C=CCNC(=O)c1cc(-c2ccc(C)c(C)c2)nc2ccccc12
-1	Fc1cccc(C2C=C(c3ccc(Cl)cc3)Nc3nnnn32)c1 (stereo not drawn)
-11	O=C(Nc1ccc(S(=O)(=O)Nc2ncccn2)cc1)c1ccc(Cl)c([N+](=O)[O-])c1
-7	Cc1ccc(S(=O)(=O)N(CC(=O)NCc2ccccn2)Cc2ccccc2)cc1
-4	CC1CCN(C(=O)CN(c2ccc3c(c2)OCO3)S(C)(=O)=O)CC1
-8	Cc1sc(-c2ccc(O)cc2)nc1-c1c[nH]c2ccccc12
-4	CC1=C(C(=O)OCC(C)C)C(c2cccc(Cl)c2)NC(=O)N1 (stereo not drawn)
3	CCOC(=O)N1CCN(C2=CC(=O)OC23CCCCC3)CC1
-1	CC(=O)Nc1ccc(S(=O)(=O)NCCc2cc3c(C)ccc(C)c3[nH]c2=O)cc1
4	Fc1ccccc1CSc1nc(NCC2CCCO2)c2ccccc2n1 (stereo not drawn)
-3	COc1ccc(C2NC(=O)NC3=C2CCc2ccccc23)cc1 (stereo not drawn)
-13	Cc1oc2ccc(NS(=O)(=O)c3cccc([N+](=O)[O-])c3)cc2c1C(=O)OCc1ccccc1
-71	Cc1ccc(C2Oc3ccccc3C3CC(c4cccs4)=NN32)o1 (stereo not drawn)
2	Cc1ccc(C2C3=C(CC(c4ccccc4Cl)CC3=O)Nc3ccccc3N2C(=O)CCC(=O)O)cc1 (stereo not drawn)
-3	O=C1C(=O)N(CCN2CCOCC2)C(c2ccc(F)cc2)/C1=C(\O)c1ccc(Br)cc1 (stereo not drawn)
-3	O=C(CCCC(=O)N1CCN(c2ccccc2F)CC1)N1CCN(c2ccccc2F)CC1
8	O=C1Nc2ccccc2C1=Nc1ccc(Cc2ccc(N=C3C(=O)Nc4ccccc43)cc2)cc1
-5	COCCCNC(=O)CS(=O)Cc1nc(-c2cccc(OC)c2)oc1C (stereo not drawn)
-7	Cc1cccc(C)c1NS(=O)(=O)c1c(C)[nH]c(=O)[nH]c1=O
-11	CCc1c(C(=O)Nc2ccc(OC)c(Cl)c2)[nH]c(C)c1C(C)=O
-7	O=C(Nc1ccc(Cl)c(NC(=O)c2ccccc2)c1)c1cccc([N+](=O)[O-])c1
-21	O=C(CSc1nc2c(cnn2-c2ccc(F)cc2)c(=O)[nH]1)NCc1ccco1
-4	Cc1ccccc1OCC(=O)Nc1ccccc1N1CCCCC1
-1	Oc1c(CN2CCCCC2)cc(COCc2ccccc2)c2cccnc12
0	Fc1ccccc1C1=CC(c2ccc(Br)cc2)n2nnnc2N1 (stereo not drawn)
-6	C=CCn1c(=S)[nH]c2cc(C(=O)NCC3CCCN3CC)ccc2c1=O (stereo not drawn)
-20	O=C1COc2ccc(C(=O)COC(=O)Cn3cnc4ccccc43)cc2N1
3	CCOc1ccccc1C(=O)N1CC(=O)Nc2ccc(F)cc2C1c1ccc(F)cc1 (stereo not drawn)
-4	COCCOC(=O)C1=C(C)NC2=C(C(=O)CC(c3ccc(Cl)cc3)C2)C1c1cccc(F)c1 (stereo not drawn)
-50	CCOC(=O)c1sc(N2C(=O)C(=O)/C(=C(/O)c3ccccc3)C2c2cccs2)nc1C (stereo not drawn)
-2	O=S(=O)(c1ccc(Cl)c(F)c1)N1CCC(c2nc(-c3ccncc3)no2)CC1
-67	COc1cccc2cc(-c3csc(Nc4ccccc4I)n3)c(=O)oc12
-13	O=[N+]([O-])c1ccc(Oc2ccc(Br)cc2)cc1
1	COC(=O)c1ccc2c(=O)n(Cc3ccc(C(=O)N4CCC(Cc5ccccc5)CC4)cc3)c(=S)[nH]c2c1
14	Cc1ccccc1CSc1nc2c(cnn2-c2ccc(Cl)cc2)c(=O)[nH]1
-2	Fc1ccccc1CN1CCN(Cc2cccc3ccccc23)CC1
-51	COc1cc(N)c(Cc2nccc3cc(OC)c(OC)cc23)cc1OC
0	Cc1nc(NCc2ccccn2)c2ccccc2n1
-6	CC1(C)NC(=O)N(CC(O)COc2cccc(F)c2)C1=O (stereo not drawn)
-26	COC(=O)c1c(C)oc2c1cc(NS(=O)(=O)c1ccc(Br)cc1)c1ccccc12
6&-1	COc1ccc(CN2C(=O)CCC2(C)C(=O)NCc2cccnc2)c(OC)c1 (stereo not drawn)
-7	Cc1cccc(-n2nc3c(c2NC(=O)C24CC5CC(CC(C5)C2)C4)CS(=O)(=O)C3)c1C
-3	O=C(Cc1c(C(=O)O)[nH]c2ccccc12)NCCC1=CCCCC1
6	C/C=C(/C(=C/C)c1ccc(O)cc1)c1ccc(O)cc1
1&-1	Cc1ccc(-c2noc(CCC(=O)NC3CCN(Cc4ccccc4)CC3)n2)cc1
-5	CCN(CC)C(=O)CSc1nnc(-c2ccccc2)o1
9	Cc1c(CC(Cl)(Cl)Cl)c2c(n1-c1cccc(F)c1)CC(C)(C)CC2=O
-10	CCC(=O)N(Cc1cc2cc(OC)ccc2[nH]c1=O)c1ccc(C)cc1C
4	COc1cccc(CNC(=O)Cc2c(C(=O)O)[nH]c3ccc(Cl)cc23)c1
-11	N#CC(C(=O)OCc1ccccc1)c1nc2ccccc2nc1N1CCOCC1 (stereo not drawn)

Going on with the list.
14-3-3 PPI	SMILES
0	CCOC(=O)c1sc(NC(C)=O)cc1C
-20	Cc1cc2c(c(Sc3ccc(C(C)(C)C)cc3)n1)C(=O)OC2
-12	COc1ccc(OC)c(N2C(=O)C3C4c5ccccc5C(C(=O)O)(c5ccccc54)C3C2=O)c1 (stereo not drawn)
-4	Cc1nc2ccccc2c(=O)n1NC(=O)C1CCCCC1
1	COCc1cc(=O)[nH]c(Nc2nc(C)c3ccccc3n2)n1
-66	CC(=O)Nc1ccc(C(=O)Nc2nc3ccc(S(C)(=O)=O)cc3s2)cc1
-2	CCOc1ccc2c(c1)SC1=NS(=O)(=O)CCN12
-3	CC(C)CCNC(=O)C1CCN(C(=O)N(C)C)CC1
3	O=C(O)C1CC(=O)N(Cc2ccc3c(c2)OCO3)C1 (stereo not drawn)
1	CCOC(=O)C(=O)N1N=C(c2ccc(OC)cc2)CC1(O)C(F)(F)F (stereo not drawn)

A portion from the list above, for reference:
14-3-3 PPI	SMILES
-12	COc1ccc(OC)c(N2C(=O)C3C4c5ccccc5C(C(=O)O)(c5ccccc54)C3C2=O)c1 (stereo not drawn)
-4	Cc1nc2ccccc2c(=O)n1NC(=O)C1CCCCC1
1	COCc1cc(=O)[nH]c(Nc2nc(C)c3ccccc3n2)n1
-66	CC(=O)Nc1ccc(C(=O)Nc2nc3ccc(S(C)(=O)=O)cc3s2)cc1

Given with tabs: entries from further up.
smiles	14-3-3 PPI
CC1(C)NC(=O)N(CC(O)COc2cccc(F)c2)C1=O (stereo not drawn)	-6
O=C1COc2ccc(C(=O)COC(=O)Cn3cnc4ccccc43)cc2N1	-20
O=C(CCS(=O)(=O)c1cccs1)Nc1ccc(C(=O)Nc2nccs2)cc1	-15
COC(=O)C1=C(N)OC2=C(C(=O)CCC2)C1c1ccc(C)cc1 (stereo not drawn)	-11

The listing continues.
14-3-3 PPI	SMILES
-17	COC(=O)COc1ccc2c(c1)C(=O)c1cc(OCC(=O)OC)ccc1-2
-23	CCCCCCNc1cc2n(c(=O)n1)CCc1cc(OC)c(OC)cc1-2
0	Cc1ccccc1N1C(=O)C(Cl)=C(Nc2ccc(S(N)(=O)=O)cc2)C1=O
-1	CCOC(=O)C1=CN(C(C)C)C=C(C(=O)OCC)C1c1ccc2c(c1)OCO2
-3	O=C(NCCc1ccccc1)c1cc2nc(-c3cccs3)cc(C(F)(F)F)n2n1
-14	CCCS(=O)(=O)N1CCCC(c2nc(-c3cccc(OC)c3)no2)C1 (stereo not drawn)
-1	COc1cccc(C(=O)Nc2nnc(CCS(=O)(=O)c3ccc4ccccc4c3)s2)c1
-24	O=C(Cn1c2ccccc2c(=O)c2ccccc21)Nc1ccc(Oc2ccc3c(c2)C(=O)N(Cc2ccco2)C3=O)cc1
-2	CCOc1ccc(NC(=O)c2cn(C)c(=O)c3c2c2ccccc2n3C)cc1
5	Cc1c(C(=O)NCC2CCCO2)oc2ccc(S(=O)(=O)N3CCCCC3)cc12 (stereo not drawn)
-8	CC(C)CC(=O)NC1(C(F)(F)F)C(=O)Nc2c1c(=O)n(C)c(=O)n2C (stereo not drawn)
-4	COc1cc(OC)cc(C(=O)Nc2ccc3c(c2)COC3=O)c1
-6	CCSc1ncnc2c1oc1ccccc12
-4	O=C(OCCN1CCCCC1)c1cccc(F)c1
-9	COc1ccc(CNC(=O)c2cnc3ccc(S(=O)(=O)N4CCOCC4)cc3c2Cl)cc1
-2	O=c1[nH]c(CSc2nnc(-c3ccco3)n2-c2ccccc2)nc2sc3c(c12)CCC3
1	Cc1oc(-c2cccs2)nc1CSCC(=O)N1CCCC1
-9	CCCOc1ccccc1-n1sc2c(c1=S)-c1cc(OCC)cc3c1N(C(=O)C3=O)C2(C)C
6	Cn1c(=O)c2c(nc(SCc3ccccc3)n2Cc2ccc(Cl)cc2)n(C)c1=O
-7	CCCC12CN3CC(C)(CN(C1)C3c1ccc(OC(C)C)cc1)C2=O (stereo not drawn)
-5	CCOc1cccc2cc(C(=O)NC(C)=O)c(=Nc3ccc(F)cc3)oc12
-2	Cn1c(C(=O)NCCN2CCCCCC2)cc2c(=O)n(C)c3ccccc3c21
0	O=C(CSc1ncccn1)Nc1ccc(Oc2ccccc2)cc1
-8	O=C1C(C=NCC2CCCO2)=C(O)c2ccccc21 (stereo not drawn)
-5	COc1ccc(C(c2nnnn2CCc2ccccc2)N2CCN(C3CCCC3)CC2)cc1OC (stereo not drawn)
5	COc1ccccc1C(=O)NCCn1cc(SCc2ccccc2)c2ccccc21
0	CC1(c2ccccc2)CC(C)(C)N(S(=O)(=O)c2ccc(Cl)cc2)c2ccccc21 (stereo not drawn)
-14	CCOC(=O)Cc1c(-[n+]2ccccc2)[nH]c2ccccc12
-5	CCCNC(=O)c1cc(C)on1
-56	O=S(=O)(Nc1ccc(Br)c2cccnc12)c1cccc(S(=O)(=O)c2ccc(Cl)cc2)c1
-37	CC(=O)c1ccc(N=Cc2c(O)cc(C)c(Cl)c2C)cc1
2	O=c1[nH]c(SCC#CCO)nc2ccccc12
3	CCOC(=O)c1cc2c(=O)n3ccccc3nc2n(C(C)C)c1=NC(=O)c1cccc(C)c1
-3	Cc1nc(C)c(C(=O)C2=C(O)C(=O)N(CCN(C)C)C2c2cccs2)s1 (stereo not drawn)
-4	CCc1ccc(C2CC(c3ccccc3)=NN2C(=O)CCCC(=O)O)cc1 (stereo not drawn)
-7	O=C(c1ccco1)N1CCN(C(=O)C2CCN(S(=O)(=O)c3cnc[nH]3)CC2)CC1
